# Compound activity (PubChem BioAssay)
# SUMO Mot1 rescue: SUMOylation pathway inhibition by Mot1-301 growth rescue; S. cerevisiae Mot1-301 growth rescue, ATP luminescence, 38.5C; percent above DMSO median, 100 means doubled; growth rescue, % at 18.8 µM; 320,000 tested, 1% active;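 active = every valid replicate shows activation above 250% relative to neutral control wells; inactive = the rest, any valid replicate at or below 250%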;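 note: OY570 slx delta 5 strain wells were the positive control but not used for scaling; some compounds called inactive have numbers as strong as hits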
# E coli growth: reduces bacterial viability in AddAB counter-screen | 330,000 tested, 0.27% active | inhibition, % at 11.9 µM | E. coli V3065 growth, OD600 absorbance, 18 h | AID 449728;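 active = inhibition above the campaign's mean inhibition across all tested compounds plus 3 SD, cut at about 9.9% in these data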;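 note: uninfected addAB+ strain grown without phage in ampicillin broth; 0% = DMSO wells and 100% = ciprofloxacin 0.95 µg/ml wells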
# PfHsp90 set2: reduces growth (ATP signal) of yeast expressing P. falciparum Hsp90; S. cerevisiae expressing PfHsp90, BacTiter-Glo ATP, 48 h; yeast lacking PDR1 and PDR3 efflux regulators; inhibition, % at 9.4 µM; 310,000 tested, 0.32% active;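 active = every replicate shows inhibition above about 80%, whatever the replicate mean, limit read from the data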;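 note: 0% = DMSO neutral controls and 100% = 20 µM radicicol positive controls; yeast relying on Plasmodium falciparum Hsp90 in place of its own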
# PKA-R1A act: activates the PKA-R1A holoenzyme complex. P00514+P68181. PKA-R1A dissociation, Cy5-IP20 fluorescence polarization; scaled: DMSO 0%, 113 µM cGMP 100%. activation, % at 11.4 µM. 340,000 tested, 0.083% active;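 active = percent activation above the mean of all tested compounds plus 3 SD, cut at about 19% in these data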;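 note: higher means more PKAc released from R1A so a rise in polarization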
# Arr AP2 block: blocks beta-arrestin peptide binding to AP2 adaptin. FITC-arrestin peptide / GST-AP2 beads, flow cytometry; AP2 beta2 appendage carries R879A mutation. inhibition, % at 10 µM. 340,000 tested, 0.31% active;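 active = inhibition above a set limit, near 3 SD of compounds lacking own fluorescence, cut at about 54% in these data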;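 note: plate controls were DMSO wells for no effect and 5 µM unlabelled arrestin peptide for full effect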
#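 test system = AP2 appendage R879A on GSH beads | buffer or medium = PBS plus Tween 20 (0.05%) and BSA (0.1%) | incubation = 12 min plus 1 h, RT | detection = bead flow cytometry, FITC channel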
# DSG3 Ab inh: blocks pemphigus antibody binding to human desmoglein-3; binding (percent of control), % at 10 µM; P32926; AID 588358; DSG3-coupled beads, scFv-anti-DSG3-GFP binding, flow cytometry; hits give low values; 310,000 tested, 0.48% active;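 active = binding more than 3 SD below its plate's average and above zero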;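 note: hits lower antibody fragment binding to DSG3; some compounds called inactive have numbers as strong as hits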
# Target sequence (P32926 whole entry, looked up, the tested form may be a part): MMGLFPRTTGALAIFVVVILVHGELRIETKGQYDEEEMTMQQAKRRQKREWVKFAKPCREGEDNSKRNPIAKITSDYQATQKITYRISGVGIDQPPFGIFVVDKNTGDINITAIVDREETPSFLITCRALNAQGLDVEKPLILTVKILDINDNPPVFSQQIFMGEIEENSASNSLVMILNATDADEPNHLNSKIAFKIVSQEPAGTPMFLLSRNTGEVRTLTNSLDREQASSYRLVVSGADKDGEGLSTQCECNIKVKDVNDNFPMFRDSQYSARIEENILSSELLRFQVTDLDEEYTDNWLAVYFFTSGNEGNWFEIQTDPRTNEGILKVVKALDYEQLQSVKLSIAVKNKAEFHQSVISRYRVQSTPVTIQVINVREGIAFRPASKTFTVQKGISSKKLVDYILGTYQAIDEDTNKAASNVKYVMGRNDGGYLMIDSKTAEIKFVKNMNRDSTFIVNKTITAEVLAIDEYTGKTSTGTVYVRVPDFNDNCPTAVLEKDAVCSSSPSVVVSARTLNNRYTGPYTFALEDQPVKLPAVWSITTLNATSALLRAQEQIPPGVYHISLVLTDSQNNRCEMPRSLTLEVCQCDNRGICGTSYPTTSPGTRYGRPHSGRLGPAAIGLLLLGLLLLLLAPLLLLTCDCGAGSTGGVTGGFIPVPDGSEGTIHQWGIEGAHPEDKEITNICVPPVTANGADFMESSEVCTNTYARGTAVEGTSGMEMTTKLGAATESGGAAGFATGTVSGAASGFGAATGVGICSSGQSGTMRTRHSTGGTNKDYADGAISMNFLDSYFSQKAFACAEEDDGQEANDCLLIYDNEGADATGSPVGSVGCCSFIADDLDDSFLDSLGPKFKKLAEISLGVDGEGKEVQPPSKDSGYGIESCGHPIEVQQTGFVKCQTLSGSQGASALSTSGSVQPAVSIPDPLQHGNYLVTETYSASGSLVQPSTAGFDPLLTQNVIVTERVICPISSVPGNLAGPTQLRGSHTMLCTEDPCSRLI
# OPRM1-OPRD1 inv: inverse agonists of human mu-delta opioid receptor heterodimerization; P35372+P41143; cell-based MOR-DOR heterodimer luminescence, inverse agonism; inhibition, % at 9.3 µM; 340,000 tested, 0.21% active; in the data active = inhibition above about 22%, passing the limit was not always enough;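 note: 0% = cells with DMSO and 100% = wells without cells with DMSO; values of inactives mirror those of a sister screen read the other way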
# phage Ecoli inh: E. coli growth loss with phage present; growth absorbance; inhibition, % at 11.9 µM; 360,000 tested, 0.26% active; AID 651602; in the data active = inhibition above about 11%
# AddAB inh: less growth of phage-infected E. coli with AddAB. E. coli expressing H. pylori AddAB, absorbance growth. inhibition, % at 11.9 µM. 330,000 tested, 0.29% active. AID 435030; in the data active = inhibition above about 12%;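 note: 0% = vehicle wells of infected cells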
# Tat transport: blocks Tat-dependent protein export in E. coli. inhibition, % at 10 µM. AID 488895. 340,000 tested, 0.036% active. E. coli MC4100 TorA-mCherry Tat export, fluorescence;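 active = mean replicate inhibition at least 50% and at least half of replicates individually reaching 50%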;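 note: exported cargo escapes ClpAP degradation while cytoplasmic cargo is degraded and loses fluorescence; 0% = median of neutral control wells and 100% = median of NaSCN control wells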
# OPRM1-OPRD1 ag: OPRM1-OPRD1 heterodimerization agonism; P35372+P41143; cells, luminescence; activation, % at 9.3 µM; 340,000 tested, 0.3% active; in the data active = activation above about 18%;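 note: 0% = vehicle-treated cells and 100% = reference agonist; values of inactives mirror those of a sister screen read the other way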
# Active calls of the source: *; / = not tested or not shown; & = joins results of further samples.
# The line under a structure holds: SUMO Mot1 rescue	E coli growth	PfHsp90 set2	PKA-R1A act	Arr AP2 block	DSG3 Ab inh	OPRM1-OPRD1 inv	phage Ecoli inh	AddAB inh	Tat transport	OPRM1-OPRD1 ag
C=CCN1CC[C@]23c4c5ccc(O)c4OC2[C@H](O)CC[C@@]3(O)[C@H]1C5 (stereo partly specified)
    /	0.8	/	3	11	95	-9	0.8	-0.5	-2	2.1
CCOC(=O)C(O)(c1ccc(NC(=S)NC(=O)c2ccc(Cl)cc2Cl)c(C)c1)C(F)(F)F (stereo unspecified)
    -3	-0.3	-8	-11	10	84	-26	3.3	0.0	8	5.1
COc1ccc(CC(=O)N(CCN(C)C)CC2CCCN(Cc3ccccc3F)C2)cc1 (stereo unspecified)
    0	-2.9	-4	0	3	92	3	0.6	2.7	-11	-0.6
COCCOC(=O)c1c(N)n(Cc2ccccc2)c2nc3ccccc3nc12
    -2	0.9	4	-4	-2	/	13	1.2	1.6	-1	-3.2
O=[N+]([O-])c1ccc(N2CCCCCC2)c2nonc12
    6	-1.5	25	-17	13	266	10	2.5	-1.0	1	-2.1
COc1ccc(CNCCc2ccc3c(c2)OCO3)cc1Br
    -8	2.4	14	3	-13	101	3	2.2	1.7	-6	-0.6
CC1CC(NC(=O)C2C3CCC(O3)C2C(=O)O)CC(C)(C)C1 (stereo unspecified)
    -12	-2.8	16	-8	17	127	9	-0.1	1.9	-3	-1.7
Fc1ccccc1CCNCc1cccc(Cl)c1Cl
    -13	0.0	13	4	-5	105	-38	0.5	0.9	-1	6.6
Cc1nc2ccc(N3CCN(C)CC3)cc2nc1C
    -4	-0.6	5	8	14	104	1	-5.5	-1.9	-5	-0.1
CC(Cc1ccccc1)N1Cc2ccccc2C1 (stereo unspecified)
    -5	1.5	11	-3	14	99	0	/	1.0	3	0.1
COP(=O)(NC(=O)C(Cl)(Cl)Cl)OC
    1	0.2	-14	-6	-2	/	1	-0.4	0.0	4	-0.3
CCN(CC)C(=O)N[C@H]1C[C@@H]2c3cccc4[nH]cc(c34)C[C@H]2N(C)C1
    797	-1.1	5	1	9	122	-4	5.0	-3.6	4	0.7
CNC(=S)N/N=C1\C2CN3CCN(C2)CC1(c1ccccc1)C3
    -16	-2.2	-1	15	3	126	7	1.6	0.2	-8	-1.3
Cc1cc(C)n(-c2ccc(NN=C(C#N)C#N)cc2)n1
    0	-2.9	-6	-2	-4	/	-3	0.0	1.8	-5	0.5
Cc1cc([P+](=O)O)c(C)n1-c1ccc(Br)cc1
    3	-2.3	-9	3	-1	79	-1	4.8	0.5	1	0.2
CC1CN=C(NC(C)c2ccccc2)S1 (stereo unspecified)
    -2	-7.4	/	-9	14	83	9	5.7	-4.9	-7	-1.5
CN(C)CCSCc1nnc2n1-c1ccc(Cl)cc1C(c1ccccc1Cl)=NC2
    2	-2.1	15	-2	-9	/	8	0.9	-0.2	1	-1.6
O=C1NC(=O)C(CCc2ccncc2)(CCc2ccncc2)C(=O)N1C1CCCCC1
    28	-2.2	-12	-8	49	103	-5	4.0	1.5	2	0.8
CCOc1ccc(N2C(=O)NC(=O)/C(=C\c3cc(OC)c(OC)cc3[N+](=O)[O-])C2=O)cc1
    -2	0.2	-8	16	/	89	4	/	2.4	7	-0.9
O=c1[nH]c(=O)n(-c2cccc3ccccc23)c(O)c1/C=N/N1CCCCC1
    -14	2.6	5	3	41	/	1	-0.9	4.0	1	-0.3
CCN1CCN(C(=O)COc2ccc(S(=O)(=O)NC(C)C)cc2)CC1
    7	-2.2	32	2	1	102	2	1.6	0.6	2	-0.4
O=c1c2ccccc2nc(N2CCCC2)n1-c1ccc(Cl)cc1
    -3	0.8	/	-3	0	102	-14	1.7	-1.5	-6	3.0
COC(=O)C1=C(c2ccc(OC(F)(F)F)cc2)C[C@@H]2CC[C@H]1N2C(=O)NCCc1ccccc1
    -12	0.2	13	-17	-14	105	-10	3.0	-2.3	7	2.1
O=C(Nc1cccc(Br)c1)c1c(O)c2c(n(Cc3ccccc3)c1=O)CCCC2
    -12	0.3	/	/	-4	102	/	2.6	2.2	/	/
COC(=O)C1=C(c2ccc(F)cc2OCc2ccccc2)C[C@@H]2CC[C@H]1N2C(=O)NC1CCN(Cc2ccccc2)CC1
    16	-0.7	5	5	-4	105	-19	1.4	-1.3	13	3.4
Oc1ccc(Cl)c(Cl)c1Cl
    -17	-1.1	-17	7	12	98	-6	3.4	0.2	-3	1.2
CN1CCC(C)(O)C2CCCCC21 (stereo unspecified)
    4	-0.3	/	-8	10	115	6	3.7	3.8	-1	-1.3
O=C(Nc1ccc(F)cc1)OC1CN2CCC1CC2 (stereo unspecified)
    27	1.6	7	-17	40	110	10	1.9	-0.1	1	-2.0
COc1ccc2c(CN3CC=C(c4ccccc4)CC3)cc(=O)oc2c1
    -3	2.6	10	1	-3	95	-1	1.4	3.1	22	0.2
CC(C)OP(=O)(OC(C)C)C(O)c1ccccc1F (stereo unspecified)
    3	2.6	/	-3	10	108	2	6.2	1.8	9	-0.3
O=C1Nc2ccccc2/C1=C/c1nc2ccccc2c(=O)n1-c1ccc(O)cc1
    -8	-0.1	0	-7	-17	88	-3	0.5	-0.1	4	0.6
CNC(C)(C)Cc1ccccc1
    13	0.3	-1	-2	-3	98	2	4.1	1.8	-1	-0.4
NCC1(c2ccc3c(c2)OCCO3)CCCC1
    129	2.5	-1	0	-6	110	13	5.0	7.6	1	-3.1
Cc1ccc(-c2cc(-c3ccc(C)cc3)[n+](-c3ccccc3)c(-c3ccc(C)cc3)c2)cc1
    172	6.3	-10	4	6	108	5	/	4.8	-2	-0.8
C/C(=N\Nc1cccc2ccccc12)c1c(O)n(Cc2ccccc2)c(=O)[nH]c1=O
    55	-0.3	2	9	3	95	-31	3.1	1.6	-10	6.9
O=C1/C(=C/c2cc([N+](=O)[O-])ccc2Cl)N2CCC1CC2
    -28	-2.2	10	-3	12	99	4	4.0	1.9	-1	-0.8
Cc1sc2ncnc(N3CCC(C(=O)Nc4ccc(C#N)c(Cl)c4)CC3)c2c1C
    0	1.6	-15	-9	-21	123	-12	-1.0	0.9	6	2.1
CCCCCc1cc(O)c2c3c(c(=O)oc2c1)CN(C)CC3
    108	-1.7	-11	6	-1	103	-46	6.2	1.6	-6	9.2
OC(c1ccccc1)(c1ccccc1)C1CN2CCC1CC2 (stereo unspecified)
    -22	-0.4	6	-3	4	97	4	1.4	2.4	3	-0.6
CCOC(=O)C1SC2(C(F)F)CC1(O)c1c(c(OC)c3occc3c1OC)O2 (stereo unspecified)
    0	1.2	12	-10	12	98	13	0.3	2.3	5	-2.4
COc1ccc(C(=O)C2CCCN(C3CSCCSC3)C2)cc1OC (stereo unspecified)
    7	0.4	-13	-4	3	/	15	1.2	-0.3	9	-3.2
c1ccc2c(c1)Nc1ccccc1S2
    77&19	-1.5	-3	-4	4	94	-71	/	-1.9	1	13
Cc1ccc(NC(=O)CSc2nnc([C@@H](N)Cc3c[nH]c4ccccc34)o2)c(C)c1
    /	-2.1	-4	-3	4	100	10	0.5	1.5	2	-2.0
O=C1C=C2C=C[C@H]3C[C@]2(O1)[C@@H]1CCCCN13
    -5	-1.4	-4	3	5	97	11	2.2	1.9	7	-1.9
CC12CC[C@H]3[C@@H](CCC4(O)C[C@H](O)CCC34/C=N/NC(=O)c3ccccc3Cl)C1(O)CCC2C1=CC(=O)OC1 (stereo partly specified)
    -25	-0.2	-10	-7	4	94	5	-0.5	-0.7	-7	-1.0
CCN(CC)c1ccc(N=Cc2c(O)n(-c3ccccc3C)c(=O)[nH]c2=O)cc1
    -15	1.6	-14	-17	-6	105	-18	0.5	2.2	22	3.3
C=CCn1c(O)c(C(C)=Nc2cccc(C(=O)O)c2)c(=O)[nH]c1=O
    -20	-0.8	-17	-2	6	99	9	-1.4	2.5	6	-1.8
CCN(CC)CCCOC(=O)C(OC(C)C)(c1ccccc1)c1ccccc1
    19	2.1	23	-4	26	/	-6	1.1	1.3	0	1.2
COc1ccc(N=Cc2c(O)n(-c3ccc(C)cc3)c(=O)[nH]c2=O)cc1
    123	-1.1	8	/	-13	86	/	3.8	2.2	-3	/
CNC(=O)CSP(=S)(OC)OC
    /	/	-10	4	0	96	7	2.6	/	-6	-1.3
CCN1C(=O)C(=Cc2ccc(N3CCOCC3)o2)C(=O)N(CC)C1=S
    -38	-1.4	3	-2	-19	/	12	0.8	-1.8	-11	-2.4
O=CNc1ccc(OP(=O)(Oc2ccccc2)Oc2ccccc2)cc1
    -3	-1.4	-5	-2	9	/	-1	-1.4	-1.5	9	0.1
COc1ccc(C(=O)Cn2c(NCCCl)nc3ccccc32)cc1
    31	0.1	7	7	0	116	18	1.3	0.8	1	-3.7
O=C1NC(=O)N(c2ccccc2)C(=O)/C1=C/c1ccc([N+](=O)[O-])s1
    13	0.8	74	1	8	103	-10	4.5	3.0	-9	1.8
O=c1[nH]c(=O)n(CCc2ccccc2)c(O)c1C=NCCCn1ccnc1
    45	-1.2	6	-6	2	105	10	2.4	-0.6	-1	-1.8
O=C(CCN1CCCCC1)Nc1ccc(Br)cc1C(=O)c1ccccc1
    5	1.9	0	-14	-18	94	4	2.5	1.0	0	-0.7
COc1cccc(C(=O)C2CCCN(Cc3cnn(C(C)C)c3)C2)c1 (stereo unspecified)
    4	-1.4	9	-4	5	99	-12	2.0	-1.8	-6	2.6
COc1ccc(C(=O)O/N=C(/C(N)=O)P(=O)(OC(C)C)OC(C)C)cc1
    0	0.7	/	/	37	94	/	1.2	0.4	/	/
Cc1cc(C(=O)CS(=O)(=O)c2ccc(F)cc2)cc(C)c1OC(=O)N(C)C
    13	-1.1	-7	3	-12	78	11	2.5	-0.5	-1	-2.2
O=C(O)C1CN2CCC1CC2 (stereo unspecified)
    -4	-0.8	2	-4	3	100	11	0.2	0.0	-14	-2.2

# (more compounds)
# The line under a structure holds: SUMO Mot1 rescue	E coli growth	PfHsp90 set2	PKA-R1A act	Arr AP2 block	DSG3 Ab inh	OPRM1-OPRD1 inv	phage Ecoli inh	AddAB inh	Tat transport	OPRM1-OPRD1 ag
CCC(=NCCC1=CCCCC1)c1c(O)[nH]c(=O)[nH]c1=O
    9	3.6	1	0	0	106	15	-0.8	0.1	3	-2.8
O=C(COc1ccccc1)N1CCN(C/C=C/c2ccccc2)CC1
    35	-3.4	3	2	-1	/	3	1.9	0.7	2	-0.5
CCCOc1ccc(C(C)=O)cc1Cc1c(O)[nH]c(=S)[nH]c1=O
    -11	0.3	-15	-2	5	94	-1	-0.9	2.3	-5	0.1
O=C(CCC(=O)N1C[C@H]2C[C@@H](C1)c1cccc(=O)n1C2)NCc1cccc(C(F)(F)F)c1
    4	2.5	2	-3	2	99	10	1.6	1.7	6	-2.1

# An excerpt; the hit share may differ from the screen's.
